Screens deposited in PubChem BioAssay by several laboratories.
PLAP act: activators of human placental alkaline phosphatase | actives 1.2% (n = 96,000) | activation fold at 20 µM | purified PLAP enzyme, luminescent substrate read-out; stronger effect = higher value; in the data active = activation fold above about 2
CYP2C19 inhib: human CYP2C19 inhibition; CYP2C19 Supersomes, luciferin-H EGE luminescence, 30 min; P33261; inhibition, % at 5 µM; AID 778; actives 21% (n = 96,000);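 active = CYP2C19 inhibition above a set limit at 5 µM in the primary screen, cut at about 50% in these data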;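 also: plate controls were negative control wells for no effect and 2.5 mM tranylcypromine positive control for full effect; values of inactives mirror those of a sister screen read the other way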
E coli WT exp: E. coli BW25113 growth inhibition, expanded screen. OD600 absorbance. growth inhibition, % at 100 µM. actives 0.15% (n = 98,000). AID 710;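 active = growth inhibition above about 50% at one test dose, limit read from the data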;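 also: growth measured after 20 h incubation at 37 °C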
CYP2C9 inh: blocks human cytochrome P450 2C9. actives 20% (n = 96,000). AID 777. CYP2C9 Supersomes, luciferin-H conversion, luminescence. inhibition, % at 5 µM. P11712;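 active = blocking of liver enzyme CYP2C9 beyond about 50% at 5 µM, limit read from the data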; also: values of inactives mirror those of a sister screen read the other way
Target sequence (P11712 whole entry, looked up): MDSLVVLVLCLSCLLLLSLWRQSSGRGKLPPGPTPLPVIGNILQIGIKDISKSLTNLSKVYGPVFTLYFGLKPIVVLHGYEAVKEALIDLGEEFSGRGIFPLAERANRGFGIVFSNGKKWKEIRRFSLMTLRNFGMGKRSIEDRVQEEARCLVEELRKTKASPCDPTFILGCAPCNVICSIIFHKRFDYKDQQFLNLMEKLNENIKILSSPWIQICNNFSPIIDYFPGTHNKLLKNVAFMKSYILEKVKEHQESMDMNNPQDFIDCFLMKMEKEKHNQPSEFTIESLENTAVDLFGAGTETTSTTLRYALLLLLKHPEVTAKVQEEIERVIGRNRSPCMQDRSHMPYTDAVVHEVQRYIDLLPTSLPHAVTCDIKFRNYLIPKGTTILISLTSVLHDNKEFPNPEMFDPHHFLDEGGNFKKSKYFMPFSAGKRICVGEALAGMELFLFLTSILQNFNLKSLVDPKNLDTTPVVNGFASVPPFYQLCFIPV
Pyk2 oligo antag: Pyk2 (human) oligomerization antagonism; Q293 cells, Pyk2 FERM NanoBiT luminescence; stronger effect = lower value; Q14289; actives 0.83% (n = 99,000); AID 1347419; z-score (the deposit names both 25 µM and 10 µM);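 active = Z-score of -3 or lower, scaled per plate to the spread of control and sample wells; inactive = z-score above -3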;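 also: negative z-score means lost luminescence so less FERM oligomerization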
CYP2C9 activ: activators of human CYP2C9. activation factor at 5 µM. AID 1024. actives 1.4% (n = 96,000). recombinant CYP2C9, luciferin-H conversion, luminescence; stronger effect = higher value; factor 1 = untreated enzyme, 0 = blocked. P11712;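 active = activation factor of 2 or more for CYP2C9 at a 5 µM dose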;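 also: 0 = sulfaphenazole-blocked wells and 1 = vehicle-only wells; values of inactives mirror those of a sister screen read the other way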
PostGolgi yeast: growth inhibition of a yeast mutant, post-Golgi transport screen. actives 0.9% (n = 98,000). inhibition, % at 10 µM. post-Golgi transport phenotypic cell assay; in the data active = inhibition above about 30%;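 also: yeast cells grown in 1536-well plates; yeast grown about 18 h at 30C before absorbance read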
EphB4 ephrin blk: blocks human EphB4 binding to ephrin-B2; EphB4 LBD / TNYL-RAW-Alexa532 peptide, fluorescence polarization; inhibition, % at 7 µM; actives 0.15% (n = 97,000); AID 720;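 active = inhibition above the screen-wide mean inhibition plus 3 SD, cut at about 15% in these data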;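 also: 0% = DMSO wells and 100% = excess unlabeled TNYL-RAW peptide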
CYP2C19 act: cytochrome P450 2C19 (human) activation. P33261. recombinant CYP2C19, luciferin-H EGE luminescence; stronger effect = higher value; 0 = fully inhibited enzyme, 1 = untreated enzyme. activation factor at 5 µM. 96,000 tested, under 10 active;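 active = activation factor of at least 2 at 5 µM in the primary screen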;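 also: 0 = wells with 2.5 mM tranylcypromine and 1 = vehicle-only wells; values of inactives mirror those of a sister screen read the other way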
* hit, by the source's call; / = not tested or not shown.

Screens in order: PLAP act, CYP2C19 inhib, E coli WT exp, CYP2C9 inh, Pyk2 oligo antag, CYP2C9 activ, PostGolgi yeast, EphB4 ephrin blk, CYP2C19 act
(1) CN(C)CCCN1C(=O)C(=O)/C(=C(/O)c2ccc(OCc3ccccc3)cc2)C1c1cccnc1 (stereo not drawn)
→ 1, 1.9, /, -0.4, /, 1, /, /, 1
(2) Cc1ccc(-c2cc(C(=O)Nc3cnn(C(C)C)c3)no2)cc1
→ 1, -4.1, -8.0, 20.8, -0.82, 0.8, 0.0, -1.0, 1
(3) O=C(CNCCC1=CCCCC1)Nc1ccccc1N1CCCCC1
→ 1.5, 92.6*, 10.0, 86.4*, -1.4, 0.1, 1.7, -1.6, 0.1
(4) COC(=O)Cc1ccc2c3ccccc3n(C)c2c1
→ 1, 71.4*, 9.0, 4.1, -0.83, 1, -1.4, 1.4, 0.3
(5) COc1ccc(S(=O)(=O)N(C)CC(=O)N2CCOCC2)cc1Cl
→ 1.2, 9.7, 4.0, 3.6, 0.49, 1, -6.5, -5.6, 0.9
(6) Cc1ccc(C)c(N2CCN(C(=O)C3CCN(c4nc(C)cc(C)n4)CC3)CC2)c1
→ 1.7, 16.1, -21.0, -21.7, -0.51, 1.2, 6.3, 1.0, 0.8
(7) CCCc1cc(Nc2ccccc2OCC)n2ncnc2n1
→ 1.6, 39.7, 8.0, 2.7, 0.96, 1, 0.5, 5.6, 0.6
(8) COc1ccc(NC(=O)N2CCOCC2)cc1OC
→ 0.8, -3.6, -1.0, 1.5, 1.29, 1, -0.5, 2.8, 1
(9) CC(C(=O)NC1CCCc2ccccc21)N1CCN(Cc2ccc3c(c2)OCO3)CC1 (stereo not drawn)
→ 1.6, 10.0, 5.0, 0.0, 0.37, 1, 5.0, 0.3, 0.9
(10) COc1ccc(OC)c(Nc2nc(-c3sc(NC(=O)CC(C)C)nc3C)cs2)c1
→ 1.3, 28.4, -4.0, 78.4*, /, 0.2, 14.3, -4.8, 0.7
(11) Cc1occc1C(=O)n1nnc2ccccc21
→ 1.2, -22.2, -3.0, -23.7, /, 1.2, 7.1, -3.6, 1.2
(12) NS(=O)(=O)c1ccc(Nc2nc(-c3ccccc3)cs2)cc1
→ 0.7, 28.5, -4.0, 58.0*, 0.28, 0.4, -3.6, -2.0, 0.7
(13) CCn1cc(Br)c(C(=O)NCc2ccco2)n1
→ 1, 4.5, 9.0, -17.4, -0.07, 1.2, -9.7, -6.5, 1
(14) Cc1noc(C)c1C(=O)OCC(=O)NCCC1=CCCCC1
→ 1.1, 70.1*, 5.0, 42.2, -0.16, 0.6, -5.7, 3.7, 0.3
(15) COC(=O)c1ccc(C2C(C(C)=O)=C(O)C(=O)N2CCO)cc1 (stereo not drawn)
→ 1, 0.3, -4.0, 3.0, 1.39, 1, 4.4, 8.4, 1
(16) Cc1ccc(NC(=O)C(C)c2ccc(-c3ccccc3)c(F)c2)cc1 (stereo not drawn)
→ 0.9, 47.9, 1.0, 95.8*, -1.77, 0, 1.1, 1.2, 0.5
(17) O=Cc1ccc(-c2ccccc2OC(F)(F)F)o1
→ 0.8, -1.0, 0.0, -8.1, 0.48, 1.1, 0.3, -1.1, 1
(18) Cc1nc2ccc(S(=O)(=O)NC(C(=O)NCc3ccco3)C(C)C)cc2s1 (stereo not drawn)
→ 1, 6.2, -5.0, 12.8, /, 0.9, 4.6, /, 0.9
(19) CCc1ccc(N2CSC3=C(C#N)C(c4cccs4)CC(=O)N3C2)cc1 (stereo not drawn)
→ 1, 7.2, 25.0, 30.1, -0.12, 0.7, -2.5, /, 0.9
(20) CO/N=C(/CNC(=O)c1ccccc1Cl)c1ccc(Cl)cc1
→ 1.1, 90.9*, -1.0, 47.4, 0.92, 0.5, 9.2, -0.3, 0.1

4 records drawn at random from those above:
Screens in order: PLAP act, CYP2C19 inhib, E coli WT exp, CYP2C9 inh, Pyk2 oligo antag, CYP2C9 activ, PostGolgi yeast, EphB4 ephrin blk, CYP2C19 act
(18) Cc1nc2ccc(S(=O)(=O)NC(C(=O)NCc3ccco3)C(C)C)cc2s1 (stereo not drawn)
→ 1, 6.2, -5.0, 12.8, /, 0.9, 4.6, /, 0.9
(3) O=C(CNCCC1=CCCCC1)Nc1ccccc1N1CCCCC1
→ 1.5, 92.6*, 10.0, 86.4*, -1.4, 0.1, 1.7, -1.6, 0.1
(5) COc1ccc(S(=O)(=O)N(C)CC(=O)N2CCOCC2)cc1Cl
→ 1.2, 9.7, 4.0, 3.6, 0.49, 1, -6.5, -5.6, 0.9
(16) Cc1ccc(NC(=O)C(C)c2ccc(-c3ccccc3)c(F)c2)cc1 (stereo not drawn)
→ 0.9, 47.9, 1.0, 95.8*, -1.77, 0, 1.1, 1.2, 0.5

The main list resumes, starting four compounds before the break.
Screens in order: PLAP act, CYP2C19 inhib, E coli WT exp, CYP2C9 inh, Pyk2 oligo antag, CYP2C9 activ, PostGolgi yeast, EphB4 ephrin blk, CYP2C19 act
(17) O=Cc1ccc(-c2ccccc2OC(F)(F)F)o1
→ 0.8, -1.0, 0.0, -8.1, 0.48, 1.1, 0.3, -1.1, 1
(18) Cc1nc2ccc(S(=O)(=O)NC(C(=O)NCc3ccco3)C(C)C)cc2s1 (stereo not drawn)
→ 1, 6.2, -5.0, 12.8, /, 0.9, 4.6, /, 0.9
(19) CCc1ccc(N2CSC3=C(C#N)C(c4cccs4)CC(=O)N3C2)cc1 (stereo not drawn)
→ 1, 7.2, 25.0, 30.1, -0.12, 0.7, -2.5, /, 0.9
(20) CO/N=C(/CNC(=O)c1ccccc1Cl)c1ccc(Cl)cc1
→ 1.1, 90.9*, -1.0, 47.4, 0.92, 0.5, 9.2, -0.3, 0.1
(21) Cn1c(=O)c2cc(S(=O)(=O)N3CCN(c4cccc(C(F)(F)F)c4)CC3)ccc2n(C)c1=O
→ 0.9, 46.9, -6.0, 25.1, 0.04, 0.7, 0.2, 7.4, 0.5
(22) Cc1cc(=O)n2nc(N3CCCC(C(=O)NCCc4ccccc4)C3)sc2n1 (stereo not drawn)
→ 1.2, 40.2, -4.0, 32.8, -0.26, 0.7, 5.5, /, 0.6
(23) COc1ccc(OCC(=O)Nc2ccc(S(=O)(=O)N3CCOCC3)cc2)cc1
→ 0.8, 1.0, 3.0, 15.2, 0.52, 0.8, 8.4, 2.0, 1
(24) O=C(c1ccccc1)n1ccc2ccccc21
→ 1.1, -3.3, 3.0, -19.9, -0.61, 1.2, 2.8, /, 1
(25) O=C(CN1CCOCC1)Nc1ncc(Cc2ccccc2Cl)s1
→ 2*, -7.5, 17.0, -12.4, 1.73, 1.1, -4.5, -0.3, 1.1
(26) c1ccc2oc(SCc3nc4ccccc4s3)nc2c1
→ 1, 13.6, -4.0, -6.9, 0.35, 1.1, 14.9, -1.0, 0.9
(27) Cc1ccc(SCC(=O)NCCCN2CCOCC2)cc1
→ 0.9, 6.3, 5.0, 5.3, 2.27, 0.9, -1.0, -3.1, 0.9
(28) COc1cccc(OC)c1OCCCOc1c(OC)cccc1OC
→ 1.2, 75.8*, 4.0, 5.7, -0.44, 0.9, 0.7, -7.8, 0.2

Rows were taken by chance; about 31% have a hit in one of these screens.
